# Assay outcomes from PubChem.
# m5-HT2A agonist: mouse HTR2A agonism via beta-arrestin recruitment; P35363; CHO-K1 mHTR2A beta-arrestin complementation, luminescence; percent of 30 µM serotonin response; activation, % at 7.6 µM; actives 0.66% (n = 360,000); AID 624169;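 active means activation above a run cutoff, the mean activation of all tested compounds plus 3 SD, cut at about 14% in these data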;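 further: 0% = plate median of compound wells and 100% = 30 µM serotonin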
# Target sequence (P35363 whole entry, looked up): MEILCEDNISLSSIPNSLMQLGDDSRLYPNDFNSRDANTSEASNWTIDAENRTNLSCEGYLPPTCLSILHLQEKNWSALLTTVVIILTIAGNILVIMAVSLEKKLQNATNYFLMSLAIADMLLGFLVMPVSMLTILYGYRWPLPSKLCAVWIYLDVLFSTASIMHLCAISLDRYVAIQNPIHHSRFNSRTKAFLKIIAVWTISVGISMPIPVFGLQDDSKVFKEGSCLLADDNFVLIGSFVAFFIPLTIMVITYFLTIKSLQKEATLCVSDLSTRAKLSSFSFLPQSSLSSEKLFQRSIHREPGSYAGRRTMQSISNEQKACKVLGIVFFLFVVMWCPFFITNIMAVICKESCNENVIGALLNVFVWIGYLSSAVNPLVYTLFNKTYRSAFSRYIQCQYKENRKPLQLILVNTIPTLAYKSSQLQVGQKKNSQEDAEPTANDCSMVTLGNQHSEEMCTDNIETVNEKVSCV
# hiPSC survival: increases survival of single human iPS cells | hiPSC single-cell survival, ATPlite luminescence; 100% = ROCK inhibitor wells, 0% = DMSO | survival enhancement, % at 20 µM | actives 0.044% (n = 360,000) | AID 602274; in the data active means survival enhancement above about 18%;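 further: cells exposed to compounds for 16 hours before the ATP read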
# Peg3 prom inh: inhibitors of Peg3 promoter; AID 588405; HeLa PEG-Prom luciferase reporter, luminescence, overnight; actives 1.7% (n = 360,000); inhibition, % at 20 µM;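 active means inhibition of at least 50% at 20 µM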
# NR2E3 ag-1: agonists of human NR2E3 nuclear receptor; Q9Y5X4; CHO-S Gal4-NCOR/VP16-NR2E3 two-hybrid, luciferase; inhibition of corepressor binding, % at 3.98 µM; actives 0.35% (n = 360,000); AID 602229;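 active means inhibition above the mean of all tested compounds plus 3 SD, cut at about 70% in these data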;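 further: 0% = DMSO with NR2E3 transfected cells and 100% = cells lacking NR2E3 construct; higher means lower luciferase signal from less NR2E3 corepressor binding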
# CaV13 ICDI inh: Disruptors of the CACNA1D IQ motif to Ca2+-dependent inactivation inhibitor domain association, primary screening, Förster resonance energy transfer in intact living …; HEK cells, CFP/YFP FRET ICDI-IQ, plate reader, 10 min; percent FRET-ratio fall versus neutral wells; inhibition, % at 12.3 µM; actives 0.098% (n = 340,000); AID 743397;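 active means mean replicate inhibition of at least 30% and at least 1% of replicates passing that level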;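 further: 0% = median of the neutral control wells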
# Shn3 3UTR inh: inhibitors of Schnurri-3 3'UTR reporter in osteoblasts. Clone20 osteoblast Shn3 3'UTR firefly luciferase, 24 h. inhibition, % at 12.5 µM. actives 0.52% (n = 360,000);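 active means mean inhibition of at least 75% with every replicate also reaching 75%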;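 further: 0% = median of neutral control wells and 100% = pilot-screen positive control compound; some compounds past the cut are filed as inactive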
# HIF-2a block: inhibitors of HIF-2a; 786-0 RCC cells HIF-2a reporter, luciferase luminescence, overnight; inhibition, % at 18.8 µM; AID 624352; actives 0.72% (n = 360,000);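 active means inhibition of the luminescence signal of 40% or more relative to plate controls, in a single-dose primary screen at 18.75 µM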
# PDI inh: PDI (human) enzyme inhibition; inhibition, % at 10 µM; PDI insulin aggregation turbidity, A650, 90 min; P07237; AID 588391; actives 0.052% (n = 350,000);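 active means mean inhibition across replicates of 30% or more, whatever share of single replicates reach that level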;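 further: absorbance from insulin aggregation driven by PDI reduction with DTT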
# Target sequence (P07237 whole entry, looked up): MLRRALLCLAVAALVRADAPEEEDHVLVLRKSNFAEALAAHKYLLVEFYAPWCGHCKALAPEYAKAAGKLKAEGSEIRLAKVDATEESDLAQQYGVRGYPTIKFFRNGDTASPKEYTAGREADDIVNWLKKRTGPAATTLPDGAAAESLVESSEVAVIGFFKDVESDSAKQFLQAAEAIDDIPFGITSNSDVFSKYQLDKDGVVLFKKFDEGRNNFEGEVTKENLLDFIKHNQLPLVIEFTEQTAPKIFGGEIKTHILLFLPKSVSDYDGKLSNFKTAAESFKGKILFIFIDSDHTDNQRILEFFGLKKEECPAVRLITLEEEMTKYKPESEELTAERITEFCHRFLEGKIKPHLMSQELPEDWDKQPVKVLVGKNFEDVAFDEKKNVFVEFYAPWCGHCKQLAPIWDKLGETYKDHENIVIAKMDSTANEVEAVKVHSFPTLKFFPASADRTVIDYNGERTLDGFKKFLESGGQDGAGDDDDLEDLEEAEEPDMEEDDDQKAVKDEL
# TRPM1 prom inh: reduces MITF-dependent TRPM1 promoter luciferase signal | SK-MEL-5 TRPM1 promoter luciferase, 24 h | inhibition, % at 12.5 µM | actives 0.83% (n = 330,000) | AID 488899;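 active means mean inhibition across replicates of 60% or more, whatever share of single replicates reaches that level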; further: values of inactives mirror those of a sister screen read the other way
# H9c2 protect: myocardial damage modulation in H9c2 cells; H9c2 cardiomyocytes, H2O2 injury protection, ATPLite, 2 h; protection from H2O2 cell death, % at 20 µM; actives 0.63% (n = 360,000);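 active means compounds giving at least 50% protection of heart cells from peroxide-induced death in the single-dose screen, raw or plate-pattern-corrected value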;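 further: 0% = DMSO wells with peroxide and 100% = DMSO wells without peroxide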
# NR2E3 ag-2: activates human photoreceptor nuclear receptor NR2E3; Q9Y5X4; inhibition of corepressor binding, % at 4.78 µM; GST-NR2E3/biotin-RetCOR TR-FRET, 1536-well; actives 0.12% (n = 320,000); AID 2300;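 active means percent inhibition above the cutoff of mean plus 3 SD of all tested compounds, set per screening campaign, cut at about 20% in these data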;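 further: 0% = DMSO wells and 100% = biotin wells as full block of FRET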
#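 System: GST-tagged NR2E3 plus biotinylated RetCOR corepressor; Buffer or medium: pH 7.5 Tris-based buffer; Probe or stimulus: RetCOR corepressor, biotinylated, 7 nM; Doses: compound at 4.8 µM, single dose; Schedule: 5 h incubation at 4 °C; Technique: time-resolved FRET; Evaluation: percent inhibition of TR-FRET ratio; Replication: one well per compound, singlicate testing.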
# * hit, by the source's call; . = not tested or not shown. No enrichment for hits; 3.9% or so of the library scored in one or more.
# Sequence of screens – m5-HT2A agonist	hiPSC survival	Peg3 prom inh	NR2E3 ag-1	CaV13 ICDI inh	Shn3 3UTR inh	HIF-2a block	PDI inh	TRPM1 prom inh	H9c2 protect	NR2E3 ag-2
- Cc1nc2ccccc2n1CCc1nc2c3ccccc3nc(SCC(=O)NCc3ccco3)n2n1
    8.7	0.5	9.9	-0.2	-4.3	4.5	7.1	-1.2	5.2	17.0	0.8
- Cc1ccc(/C=C/C(=O)N2CCN(c3cccc(C(F)(F)F)c3)CC2)cc1
    0.2	1.5	11.1	13.3	-4.7	-11.6	4.4	5.5	-0.8	-15.1	-2.1
- O=[N+]([O-])c1nn(-c2ccc3c(c2)OCCO3)n(O)c1=NCCCO
    -0.7	-1.0	-80.3	14.5	-5.7	0.9	-86.2	-0.9	6.7	-6.6	-2.2
- O=C(Nc1ccc(Cl)cc1Cl)c1n[nH]c(Cn2cncn2)n1
    0.5	-0.2	-42.0	-35.9	-4.6	-34.1	-40.2	5.3	-20.2	-7.2	-0.8
- Cc1ccc(OCCCCn2ccnc2)c(Cl)c1
    -5.5	-0.2	-96.7	-14.1	-7.6	21.5	-212.5	1.3	-38.2	-9.3	4.9
- C/C(CC(=O)Nc1ccc(Br)cc1)=N\NC(=O)Cc1csc(N)n1
    -0.1	0.7	-3.4	-1.9	-3.8	5.4	1.1	-0.9	2.8	-1.9	.
- CCN(CC)c1ncnc2c1ncn2[C@H]1CN(Cc2ccco2)C[C@@H](CO)O1
    1.5	-2.2	3.1	-36.0	-9.5	-11.6	2.1	0.2	.	-0.5	.
- N#CC(OC(=O)c1ccccc1)c1cccc([N+](=O)[O-])c1 (stereo not drawn)
    1.5	1.8	-9.2	-10.1	-5.8	-3.3	-7.4	-11.3	-2.6	-1.9	.
- CN(CC(=O)Nc1ccc(Cl)c(C(F)(F)F)c1)C(=O)CCNC(=O)c1ccco1
    -8.9	1.7	6.9	14.5	-6.8	-0.1	6.8	-1.5	2.4	-10.5	0.2
- CN1C(=O)c2ccccc2Sc2ccc(NC(=O)N3CCOCC3)cc21
    -4.3	-0.6	14.9	17.1	-6.9	9.2	-2.8	5.4	12.6	-4.5	-4.0
- CN1CCN(c2ccccc2NC(=O)c2ccc(Br)o2)CC1
    -1.9	1.5	-21.2	-2.5	-3.3	9.3	-32.6	1.6	-8.2	4.0	-0.5
- Cc1cc(=O)oc2cc(OCC#N)ccc12
    4.7	-0.6	-36.0	2.2	-2.5	-12.5	-5.8	.	-11.7	2.1	-0.2
- COc1cccc2c(=O)c3ccoc3n(C)c12
    5.5	0.7	-46.8	-10.3	.	7.4	-11.9	.	-16.3	6.1	-7.2
- Cn1cccc1C(=O)NNC(=O)COc1ccc(C#N)cc1
    -1.7	-0.5	74.1*	-7.3	-5.3	-2.1	5.2	10.4	-0.7	3.7	3.8
- Cc1ccccc1Cn1c(-c2cncs2)nc2ccccc21
    -4.7	6.3	-11.7	-4.9	-4.1	-21.6	-14.7	-4.7	-3.4	-1.1	2.1
- COc1ccc(C2=CC(=O)C[C@H](c3ccc(F)cc3)C2)c(F)c1F
    1.6	-3.0	7.8	18.2	-5.0	8.0	3.7	-4.0	-4.8	-24.3	3.1
- CN(C(=O)c1ccc(N2CCCCC2)c([N+](=O)[O-])c1)C1(C)CCS(=O)(=O)C1 (stereo not drawn)
    0.1	0.7	8.6	-15.5	-5.8	5.2	7.1	2.3	-13.1	-1.2	-1.1
- O=C(CNC(=O)c1ccco1)NC1CCCCCC1
    9.3	0.9	-87.0	-47.2	-6.1	-35.6	-80.5	4.8	-26.0	-6.8	2.2
- COC(=O)c1cc(S(=O)(=O)NCCc2ccc(C)cc2)c[nH]1
    -8.8	-1.0	1.3	-8.3	-6.1	-2.5	19.3	-1.3	5.9	-5.8	1.6
- COCCCN(C(C)=O)c1nc(-c2ccccc2)cs1
    -0.5	2.0	-231.8	-96.9	-5.9	-50.3	-182.7	1.7	-37.9	4.2	0.8
- CC(=O)Nc1ccc(S(=O)(=O)Nc2cccc(S(=O)(=O)N(C)c3ccccc3)c2)cc1
    3.8	0.1	20.2	-14.4	-4.2	2.6	18.3	-0.8	6.5	-1.5	.
- O=C(CCl)NC(Cc1ccccc1)c1ccccc1 (stereo not drawn)
    -0.7	-2.6	41.5	2.6	-1.7	-14.8	27.0	3.1	21.8	-7.0	-2.9
- COc1ccc(NC(=O)C2CCN(C(=O)Nc3ccc(C)cc3)CC2)cc1OC
    4.0	-0.7	25.8	-26.2	-18.9	4.3	18.9	7.7	13.5	-0.6	-1.0
- O=C(Nc1ccc(F)cc1F)c1ccc(-n2cccn2)nc1
    0.5	-0.6	-47.7	7.3	.	31.1	-83.4	-1.4	4.4	5.9	0.8
- CC(=O)NC(=S)Nc1ccc(S(=O)(=O)N2CCOCC2)cc1
    -2.0	3.4	6.9	-9.4	-7.1	12.5	11.6	3.1	-9.0	3.4	0.0
- COc1ccc(-c2cc3cc4c(cc3cn2)OCO4)cc1
    0.1	-3.3	-123.8	-116.2	-9.4	-19.7	-135.9	0.8	-20.8	-25.3	.
- CCOC(=O)c1c(C)nc2cc(C)cc(C)n12
    -0.6	0.3	-29.5	-4.0	2.4	-23.8	-34.1	-1.2	-18.1	2.5	-0.9
- Cc1ccc(SCc2cc(-c3ccc(Cl)cc3)no2)cc1
    3.1	5.3	-95.2	-77.7	-3.7	-16.3	-54.5	4.0	3.0	-6.9	-3.0
- Cc1nn(C)c2c1NC(=O)CS2
    9.5	-1.4	-4.6	-15.3	-4.9	-5.3	2.9	-4.2	.	-1.7	.
- COC(CNC(=S)Nc1ccc([N+](=O)[O-])cc1)OC
    2.0	1.0	-63.5	-23.4	-19.1	-26.3	-84.8	2.6	-6.6	3.0	1.6
- O=C(Nc1nnc(-c2ccc(Cl)cc2)o1)Nc1ccccc1Cl
    1.6	-0.4	-46.3	-10.8	-5.4	-0.4	-43.5	2.4	-7.3	-5.4	-1.2
- COc1ccc2c(c1OC)C(=O)N(c1cccc(C(F)(F)F)c1)C2
    -0.7	-2.7	-321.0	-124.3	-7.6	-62.7	-338.7	3.5	-113.1	-12.5	3.9
- O=C(CCNC(=O)c1ccco1)Nc1ccc(SC(F)F)cc1
    -1.5	-1.9	-47.8	-12.2	-3.7	18.5	-67.9	-1.5	-9.7	3.6	0.7
- COC(=O)CN1C(=O)[C@H]2[C@@H](c3ccc(C)o3)N3C(=O)CN(Cc4ccccc4)C(=O)[C@@]3(C)[C@H]2C1=O
    11.8	1.4	4.3	5.2	-6.1	6.1	9.5	-1.1	5.8	7.2	3.6
- Cc1cccc(NC(=O)N2CCC(n3nnc4cc(C)ccc43)CC2)c1
    0.3	0.7	9.2	-8.6	-6.0	-4.9	2.9	1.0	6.5	1.7	2.4
- O=C(CN(C(=O)CCC(=O)Nc1nccs1)c1ccc(F)cc1)NCc1ccco1
    2.3	3.8	-0.1	-13.4	0.6	10.2	5.3	-11.8	5.2	-8.6	0.4
- CC(=O)Nc1ccc(OCC(=O)NC(C)c2ccc(F)cc2)cc1 (stereo not drawn)
    -4.5	1.8	1.8	-16.9	1.6	-5.1	15.8	-0.1	7.7	10.0	-2.7
- COCCN(Cc1ccccc1)C(=O)c1cccc(S(=O)(=O)N(C)c2c(C)n(C)n(-c3ccccc3)c2=O)c1
    7.4	0.8	10.2	0.2	-5.2	-23.8	-0.5	-4.6	-9.2	15.4	1.6
- COc1ccc(C2(C)CC(=O)NC2=O)cc1 (stereo not drawn)
    -0.3	0.3	-5.0	-5.0	-3.1	3.5	13.9	-3.2	5.6	-5.5	-2.7
- Cc1ccnc(NC(=O)Cn2cc([N+](=O)[O-])cn2)c1
    6.9	-0.5	-123.6	-66.0	-6.2	-52.7	-178.1	1.4	-6.8	-6.0	-1.8
- CC1CN=C(N(Cc2ccccc2)C(=O)Nc2ccccc2)S1 (stereo not drawn)
    -3.6	-1.5	-47.0	-13.7	-5.2	-30.0	-43.1	3.9	7.6	6.6	-1.3
- COc1ccccc1NS(=O)(=O)c1cccc(C(=O)NNC(=O)c2ccc(=O)[nH]c2)c1
    2.7	0.3	8.2	-10.6	-5.7	-5.6	10.3	6.2	-2.4	7.2	-0.4
- COc1ccc(S(=O)(=O)NC(=O)C2(C)CCN2C(=O)Cc2ccc(C(C)(C)C)cc2)cc1 (stereo not drawn)
    -2.1	-1.1	11.5	-6.3	-4.9	14.7	0.3	-11.7	.	-0.3	.
- COc1ccc(C)cc1-n1c(SCC(=O)N2CCOCC2)nc2ccccc2c1=O
    -7.8	-2.8	1.6	-8.9	-11.8	-7.5	-0.3	3.4	.	6.0	.
- COc1ccc2c(=O)c(-c3ccc(C)cc3)c(-c3ccccc3)oc2c1
    -5.1	-2.0	-7.8	-52.5	-6.8	19.3	-18.7	0.3	-8.1	-6.6	.
- CC1(C)CC1C(=O)Nc1ccc([N+](=O)[O-])cc1Br (stereo not drawn)
    5.2	-3.0	-13.9	-12.3	-6.2	9.0	-13.1	-12.1	-19.5	-7.4	-0.9
- O=C(Nc1ccccc1N1CCOCC1)c1cnccn1
    1.9	0.1	7.5	-20.9	-2.2	-1.7	12.8	7.4	5.6	11.3	-1.1
- CCOC(=O)[C@@H]1[C@H]2COc3ccccc3[C@H]2N2C(=O)N(c3ccccc3)C(=O)[C@]12C
    -0.6	0.3	1.9	1.3	.	3.9	8.8	-2.5	-5.0	-1.4	2.7
- O=C(C1CC1)N1CCN(S(=O)(=O)c2ccc3c(c2)OCCO3)CC1
    6.2	2.5	-2.8	-19.4	-5.3	4.9	15.4	-2.2	-11.5	-9.5	5.6
- O=C(O)c1ccc(S(=O)(=O)c2ccc3c(c2)C(=O)N(NC(=O)c2cccnc2)C3=O)cc1
    3.9	-0.6	14.6	-11.0	-1.6	-12.7	20.0	-0.9	-14.4	-5.8	-2.6
- O=C(Nc1ccc(-c2csnn2)cc1)C1CC1
    3.7	-0.5	-37.4	-14.2	-2.1	-17.8	-60.4	10.2	-7.6	-4.2	2.0
- CCn1c(SCC(=O)NCc2cccs2)nnc1-c1ccco1
    0.5	-1.7	2.2	-9.1	-4.1	2.7	21.5	-5.1	-13.6	-0.2	1.9

# In another format: 2 of the compounds above.
mol	m5-HT2A agonist	hiPSC survival	Peg3 prom inh	NR2E3 ag-1	CaV13 ICDI inh	Shn3 3UTR inh	HIF-2a block	PDI inh	TRPM1 prom inh	H9c2 protect	NR2E3 ag-2
O=C(O)c1ccc(S(=O)(=O)c2ccc3c(c2)C(=O)N(NC(=O)c2cccnc2)C3=O)cc1	3.9	-0.6	14.6	-11.0	-1.6	-12.7	20.0	-0.9	-14.4	-5.8	-2.6
O=C(Nc1ccc(-c2csnn2)cc1)C1CC1	3.7	-0.5	-37.4	-14.2	-2.1	-17.8	-60.4	10.2	-7.6	-4.2	2.0
